# Screens deposited in PubChem BioAssay by several laboratories.
# SRC3 inh = inhibits human SRC3 coactivator; Q9Y6Q9; HEK293 GAL4-SRC3 luciferase reporter, luminescence; inhibition, % at 3.6 µM; 360,000 tested, 0.17% active; AID 588352;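 active means inhibition above a per-campaign cutoff, the mean of all compounds plus 3 SD, cut at about 60% in these data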;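 further: 0% = DMSO-treated cells and 100% = gossypol-treated cells at 36 µM; higher means less SRC3-driven luciferase light from the GAL4 reporter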
# TWEAK Fn14 block = inhibitors of TWEAK-Fn14 interaction signaling. AID 1159606. TWEAK-stimulated Fn14 reporter cells, luciferase luminescence, 8 h. inhibition, % at 10 µM. 360,000 tested, 2% active; in the data active means inhibition above about 50%
# SRC2 inh = human SRC2 (NCOA2) inhibition. 370,000 tested, 0.17% active. Q15596. HEK293 GAL4-SRC2 luciferase reporter, luminescence. inhibition, % at 9 µM;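 active means inhibition above the mean inhibition of all tested compounds plus 3 SD, set per campaign, cut at about 52% in these data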;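 further: 0% = DMSO treated cells and 100% = cells given Gossypol at 36 µM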
# TROY NFkB inh = TROY signaling inhibition. inhibition, % at 10 µM. Q293 LMP1-TROYcd NF-kB luciferase reporter, 4 h. 360,000 tested, 0.98% active. AID 1347056;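 active means compounds whose plate-normalised and pattern-corrected inhibition of the luciferase reporter signal at the single screening dose is 50% or more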
# LRH-1 inv ag = NR5A2 inverse agonism in reporter assay; O00482; HEK293T StAR-luciferase reporter, LRH-1 transfected, 24 h; inhibition, % at 3.6 µM; 360,000 tested, 0.13% active;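 active means inhibition above the mean inhibition of all tested compounds plus 3 SD, cut at about 73% in these data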;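 further: 0% = DMSO wells and 100% = reporter-only cells lacking LRH-1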
# KKLEB tox = CF airway cell cytotoxicity counter-screen; KKLEB CF airway cells viability, ATPlite luminescence, overnight; hits give low values; cells stimulated with P. aeruginosa culture filtrate; activity change (cytotoxicity), % at 5 µM; 360,000 tested, 0.36% active; AID 602141;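 active means corrected activity change at or below -50% at 5 µM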
# COUP-TFII inh = NR2F2 (human) inhibition, primary screen; AID 686940; HEK293T NGFI-A luciferase reporter, luminescence; inhibition, % at 8.6 µM; 370,000 tested, 0.7% active; P24468;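 active means inhibition above a per-plate cutoff, mean inhibition of test wells between control levels plus 3 SD, cut at about 38% in these data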;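 further: cells cotransfected with COUP-TFII expression vector driving the NGFI-A reporter; 0% = median of COUP-TF2 test wells and 100% = reporter-only cells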
# CF NFkB inh = inhibitors of cystic fibrosis induced NF-kB. AID 588850. 360,000 tested, 0.86% active. inhibition, % at 5 µM. KKLEB NF-kB-GFP reporter, PAF-induced, GFP fluorescence overnight;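 active means at least 50% inhibition at 5 µM, scaled per plate between neutral and stimulator controls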;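 further: PAF is a Pseudomonas aeruginosa culture filtrate used as stimulus; plate controls were PAF-stimulated DMSO wells for no effect and unstimulated DMSO wells for full effect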
# TRAIL sens C8 = sensitizes caspase-8 expressing cells to TRAIL. NB7+C8 cells + TRAIL, ATPlite viability luminescence. inhibition (viability loss, TRAIL sensitization), % at 10 µM. 360,000 tested, 1% active. AID 624354;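 active means compounds causing at least 50% loss of cell viability in the single-dose screen, relative to plate controls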
# NCOA1 inh = inhibits human SRC1 coactivator. Q15788. HEK293 GAL4-SRC1 luciferase reporter, luminescence. inhibition, % at 3.6 µM. 360,000 tested, 0.12% active;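 active means inhibition above the campaign mean plus 3 SD, with each screening campaign given its own cutoff, cut at about 60% in these data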;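 further: 0% = DMSO treated cells and 100% = gossypol at 36 µM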
# Target sequence (Q15788 whole entry, looked up, the tested form may be a part): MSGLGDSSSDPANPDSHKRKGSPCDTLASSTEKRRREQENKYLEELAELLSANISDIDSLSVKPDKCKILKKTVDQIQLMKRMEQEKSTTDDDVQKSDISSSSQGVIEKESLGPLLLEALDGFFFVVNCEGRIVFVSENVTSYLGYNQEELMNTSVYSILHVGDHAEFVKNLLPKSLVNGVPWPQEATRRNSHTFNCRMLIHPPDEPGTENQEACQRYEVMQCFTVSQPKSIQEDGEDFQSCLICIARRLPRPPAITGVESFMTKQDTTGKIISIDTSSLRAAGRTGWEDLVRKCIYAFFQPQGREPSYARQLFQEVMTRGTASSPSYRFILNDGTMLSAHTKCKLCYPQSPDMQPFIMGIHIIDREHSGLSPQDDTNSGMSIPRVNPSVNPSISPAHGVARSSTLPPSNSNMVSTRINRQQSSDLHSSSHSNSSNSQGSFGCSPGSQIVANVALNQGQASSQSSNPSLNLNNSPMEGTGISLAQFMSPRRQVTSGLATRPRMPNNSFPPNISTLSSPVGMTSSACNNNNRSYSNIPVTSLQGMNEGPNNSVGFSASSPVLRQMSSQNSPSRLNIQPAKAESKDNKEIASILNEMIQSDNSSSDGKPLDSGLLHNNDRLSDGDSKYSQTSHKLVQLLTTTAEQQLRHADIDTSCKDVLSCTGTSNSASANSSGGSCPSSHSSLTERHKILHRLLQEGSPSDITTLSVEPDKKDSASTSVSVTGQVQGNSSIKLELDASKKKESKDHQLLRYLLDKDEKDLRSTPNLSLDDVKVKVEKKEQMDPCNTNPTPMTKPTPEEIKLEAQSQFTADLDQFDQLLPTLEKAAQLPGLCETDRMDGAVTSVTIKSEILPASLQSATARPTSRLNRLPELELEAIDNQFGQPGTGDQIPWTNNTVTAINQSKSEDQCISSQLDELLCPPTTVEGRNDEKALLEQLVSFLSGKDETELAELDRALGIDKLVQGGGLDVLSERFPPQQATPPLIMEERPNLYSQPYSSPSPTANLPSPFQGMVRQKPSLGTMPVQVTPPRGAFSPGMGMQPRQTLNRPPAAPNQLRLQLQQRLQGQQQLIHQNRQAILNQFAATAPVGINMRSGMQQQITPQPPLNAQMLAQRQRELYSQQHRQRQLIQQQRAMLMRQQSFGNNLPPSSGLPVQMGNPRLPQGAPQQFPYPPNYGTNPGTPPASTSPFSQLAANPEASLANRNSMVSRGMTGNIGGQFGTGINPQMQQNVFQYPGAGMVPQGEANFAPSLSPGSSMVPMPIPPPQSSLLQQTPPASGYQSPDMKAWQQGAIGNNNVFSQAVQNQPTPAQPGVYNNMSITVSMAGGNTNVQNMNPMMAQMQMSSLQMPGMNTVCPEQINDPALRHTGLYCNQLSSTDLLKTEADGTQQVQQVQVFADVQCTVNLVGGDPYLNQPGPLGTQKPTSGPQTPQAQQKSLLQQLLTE
# LMP1 NFkB inh = inhibitors of Epstein-Barr LMP1-induced NF-kappaB reporter; LMP1-induced NF-kappaB luciferase reporter cells, luminescence; inhibition, % at 12.5 µM; 350,000 tested, 0.69% active; AID 504558; in the data active means inhibition above about 41%;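 further: 0% = neutral control wells and 100% = reference inhibitor control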
# * = called active by the depositor; / = not tested or not shown.
SMILES,SRC3 inh,TWEAK Fn14 block,SRC2 inh,TROY NFkB inh,LRH-1 inv ag,KKLEB tox,COUP-TFII inh,CF NFkB inh,TRAIL sens C8,NCOA1 inh,LMP1 NFkB inh
CCN(CC)c1ccc(NC(=O)Cn2nnc(-c3cccc(OC)c3OC)n2)c(C)c1,7,-11,-14,6,3,2,2,-12,2,5,1
Cc1c(NC(N)=O)c(=O)n(-c2ccccc2)n1C,22,-3,-8,22,13,7,9,4,2,-10,6
Cc1cc(C)nc(Nc2nc(=O)c3ccccc3s2)n1,-35,-3,-54,18,-31,-1,-5,-22,3,-12,-12
CCOC(=O)c1c(C)n(C)c2c(C)cc(O)c(OC(C)=O)c12,-10,-14,-10,2,-6,-8,-2,6,-9,-6,-2
Cc1ccc(-c2sc(-c3ccccc3)nc2CC(=O)Nc2ccccc2F)cc1,7,15,-5,0,-16,3,2,3,10,4,4
COc1ccc(C)cc1-n1nnnc1SCC(=O)Nc1cccnc1Cl,14,23,19,-6,17,2,9,-3,0,6,11
COc1cc2nc(SCC(=O)NCc3ccco3)n(Cc3ccc(Cl)cc3)c(=O)c2cc1OC,4,-4,-16,-3,1,5,-14,42,16,10,12
N#Cc1cccc(NC(=O)CN2CCN(Cc3ccccc3)CC2)c1,-21,12,-6,12,14,14,-2,-10,-25,4,-2
CCCCNc1c(-c2cccc(-c3cc(C(C)=O)cs3)c2)nc2ccc(C)cn12,10,40,15,25,-1,-93*,-1,83*,30,13,13
CC(C)(C(=O)N[C@H](CO)c1ccccc1)C(=O)N[C@H](CO)c1ccccc1,0,-18,-6,0,-3,-8,-11,13,-10,-13,-2
O=C1CC[C@H](O)CCN1[C@H](CSc1ccccc1)Cc1ccccc1,-6,10,-14,2,18,0,10,14,-2,7,5
COc1ccc(-c2nc(N)n(C(C)=O)n2)cc1,-9,-15,-23,-8,7,3,-10,2,6,-17,-1
CC(C)c1ccc(/C=C2\SC(N3CCOCC3)=NC2=O)cc1,10,-10,-3,-29,19,-14,8,-15,-8,-36,14
O=C(CSc1nnc(NC(=O)C2CC(=O)N(c3ccccc3)C2)s1)NC1CCCC1 (centres undefined),-8,-5,6,-21,17,-5,16,12,-8,6,-5
C=CCn1c(SCC(=O)NC2CCCC2)nc2ccccc21,-3,12,-5,-8,-8,-7,12,11,-10,-1,1
CC1(C)CC(=O)C=C(NNC(=O)c2cccnc2)C1,13,3,1,-8,-16,-1,16,3,-2,4,/
CCN(CC(=O)Nc1ccc(N2CCOCC2)cc1)C(=O)Cc1ccccc1,11,-4,-17,7,-32,4,12,6,-5,9,-5
Cc1ccc(NC2(C(N)=O)CCCC2)cc1,-7,-1,-41,-3,9,-3,9,-13,2,-7,-3
Cc1cccc(-n2c(O)c(C=Nc3cc(O)ccc3C)c3ccccc3c2=O)n1,7,26,-30,2,15,-6,9,-33,-8,-16,9
Cc1cc(-n2c(C)cc(C(=O)CN3C(=O)NC4(CCCCC4)C3=O)c2C)no1,8,5,8,-5,-8,-3,-11,13,-21,-12,-4
CC1CN(CCOc2ccc([N+](=O)[O-])cc2)CC(C)O1 (centres undefined),9,11,-3,-2,5,3,5,6,28,0,5
NNC(=O)C(Cc1c[nH]c2ccccc12)NC(=O)c1ccccc1 (centres undefined),2,15,-24,6,15,1,14,-2,-13,8,-9
COc1cc2c(cc1OC)CN(CC(=O)NC(=O)NCc1ccccc1)CC2,13,-6,15,0,5,-6,-7,8,0,10,6
CCOC(=O)c1nnn2c1nc(N1CCN(C)CC1)c1ccccc12,16,-1,-42,-14,7,-2,-4,-12,-5,1,1
Cc1c(NC(=O)C(C)OC(=O)C23CC4CC(CC(Br)(C4)C2)C3)c(=O)n(-c2ccccc2)n1C (centres undefined),-4,-21,3,5,14,8,24,-21,-5,7,-4
CCNc1nc(OC)nc(N2CCC(Cc3ccccc3)CC2)n1,14,-4,24,-9,24,0,13,9,1,-4,-31
CCOC(=O)C1CCN(Cc2nnnn2CCc2ccccc2)CC1,1,1,-24,-1,1,2,-16,-7,-1,-2,2
O=C1CCCN1c1ccc(S(=O)(=O)N2CCCCC2)cc1,20,0,11,-7,3,11,-10,-17,1,10,-1
COc1cc(CNc2ncnc3c2ncn3[C@H]2CN(Cc3ccccc3)C[C@@H](COC(C)=O)O2)cc(OC)c1OC,-20,-19,-5,-6,3,-11,-21,4,9,-30,/
CCN1C(=O)CC2CCCC1C2 (centres undefined),-22,-5,-17,-2,-6,0,-18,4,0,-29,-2
COCCC(=O)N1CCC(Oc2ccc(C(=O)NCc3nccn3C)cc2)CC1,13,-18,-18,-8,8,0,0,-1,-6,-19,-1
COc1ccc(-c2nnn(CCC(=O)O)n2)cc1,5,-5,10,9,-12,-5,23,1,-14,5,2
O=C(CN1CCC(c2nc3ccccc3[nH]2)CC1)Nc1ccc2c(c1)OCO2,-16,-15,-6,11,12,2,5,-8,-5,6,4
CC(Oc1ccccc1)C(=O)Nc1nnc(S(=O)(=O)N2CCCCCC2)s1 (centres undefined),-2,-3,-8,5,6,1,-2,14,-9,-1,5
O=C(OCc1cc(-c2ccccc2)no1)c1ccc2ccccc2n1,8,8,-2,-2,9,-17,-16,16,0,-4,-17
O=C(NNS(=O)(=O)c1c(F)cc(F)c(Cl)c1F)C12CC3CC(CC(C3)C1)C2,4,16,-6,-6,-11,-12,2,28,-3,-4,/
Cc1cc(C)n2nc(C(=O)Nc3ccc4c(c3)OCO4)nc2n1,-12,-22,-10,-28,-31,0,-58,-7,7,-22,-17
CSc1ccc(/C=C(\C(=O)O)c2ccc(S(=O)(=O)N3CCCC3)s2)cc1,4,3,-19,-8,10,6,-4,-6,-15,2,-5
CCOc1ccc2oc(-c3ccccc3)c(C(=O)N3CCN(CCO)CC3)c2c1,-10,15,-6,-10,18,-6,-5,8,-2,2,3
CC1CCCCC1NC(=O)CCCCCn1c(=S)[nH]c2ccccc2c1=O (centres undefined),23,19,-21,19,7,-10,5,-20,-13,-3,17
O=C(Nc1ccc(Cl)cc1Cl)c1ccc2c(c1)OCCO2,-102,35,-19,4,-123,-22,-45,-18,53*,-96,1
COCC(C)n1c(COc2ccccc2F)nnc1SCC(=O)c1c(N)n(C)c(=O)n(C)c1=O (centres undefined),-8,-9,7,-9,6,-10,6,9,12,6,2
Cc1c(CCC(=O)NCCCCCC(=O)O)c(=O)oc2c(C)c3oc4c(c3cc12)CCCC4,5,-5,10,8,2,-5,-2,11,21,-21,15
Cc1nn(Cc2ccc(F)cc2)c(C)c1NC(=O)c1nn(C)cc1Cl,-5,-4,-7,2,-3,-2,-11,-10,6,-4,-19
COc1ccc(C(=O)C2CCN(C(=O)c3ccc(OC)cc3)CC2)cc1,-1,17,-7,13,7,-2,21,7,5,8,14
Cc1cnn(-c2cc(N/N=C/c3ccc(F)cc3)ncn2)c1,3,-49,-1,-17,-21,-12,-2,-23,14,3,-2
CC(=O)Nc1nc(C)c(-c2csc(Nc3cccc(C(C)=O)c3)n2)s1,13,23,-24,-15,17,-44,-10,81*,18,16,27
O=C(OCc1cn([C@H]2C[C@H](c3ccccc3)N(Cc3cccs3)C[C@@H]2O)nn1)c1ccccc1,-1,1,9,10,-7,2,1,-16,0,-19,-1
O=C(C[C@H]1C/C=C/CC[C@@H](Cc2ccc(F)cc2)C(=O)O[C@@H](c2ccccc2)CNC1=O)NCCO,10,9,13,-6,14,12,14,3,2,22,14
COc1ccc(C(=O)NC(C)CCn2cccn2)cc1OC1CCN(C(C)C)CC1 (centres undefined),-2,-9,-3,-11,8,-20,2,26,3,6,-2
O=C1CC(Sc2ncccc2C(=O)O)C(=O)N1 (centres undefined),13,5,-5,-29,5,2,5,6,-14,13,-7
Cc1ccc(/C=N/NC(=O)Cn2cnc3ccccc32)o1,9,-15,-11,1,0,2,7,-1,-14,-4,3
O=C(O)[C@H](Cc1ccccc1)Nc1ccc([N+](=O)[O-])cn1,10,14,-49,15,7,-6,-2,9,-4,-2,-2
C[C@H](CO)N1C[C@H](C)[C@@H](CN(C)S(=O)(=O)c2ccccc2)Oc2ccc(NC(=O)Cn3cnnn3)cc2C1=O,-10,3,18,5,-24,0,-23,-12,-8,-18,-4
Cc1cc(=O)[nH]c(SCC(=O)NCC2CCCO2)n1 (centres undefined),0,9,8,4,-12,10,-6,5,4,-14,-1
O=C(C1CCCCC1)N1CCCC(c2nc3c(nnn3Cc3ccccc3)c(=O)[nH]2)C1 (centres undefined),6,-7,1,13,22,8,20,5,4,-9,0
Nn1c(SCC(=O)Nc2ccc3c(c2)OCO3)nnc1-c1ccncc1,8,35,10,8,-2,-3,8,1,17,-3,-5
CC(C)Nc1ncnc2c1ncn2[C@H]1CN(Cc2ccc(F)cc2)C[C@@H](CO)O1,-13,6,-4,7,11,-3,7,3,4,-2,/
O=C(/C=C/c1cccc(C(F)(F)F)c1)N1CCN(c2ccccn2)CC1,6,-20,10,-5,-6,3,10,5,-13,4,1
CCOC(=O)c1c(CN2CCC(C)CC2)oc2ccc(OC)cc12,-2,-21,23,-17,-2,-8,20,-15,-7,16,2

# Next part (2 carried over from the part before).
SMILES,SRC3 inh,TWEAK Fn14 block,SRC2 inh,TROY NFkB inh,LRH-1 inv ag,KKLEB tox,COUP-TFII inh,CF NFkB inh,TRAIL sens C8,NCOA1 inh,LMP1 NFkB inh
O=C(/C=C/c1cccc(C(F)(F)F)c1)N1CCN(c2ccccn2)CC1,6,-20,10,-5,-6,3,10,5,-13,4,1
CCOC(=O)c1c(CN2CCC(C)CC2)oc2ccc(OC)cc12,-2,-21,23,-17,-2,-8,20,-15,-7,16,2
CCOc1ccc(NC(=O)c2ccc3[nH]c(=O)c(=O)[nH]c3c2)cc1,10,3,-17,9,-3,-4,5,2,-16,-4,-18
O=C(Nc1ccccc1Cl)c1ccc2nsnc2c1,-64,-10,-45,-44,-111,-5,-21,9,19,-61,-33
CS(=O)(=O)N1CCCC(C(=O)NCCc2ccccc2)C1 (centres undefined),2,69*,-17,35,41,-1,8,2,-8,-2,1
CC1CN(C(=O)c2cccc(S(=O)(=O)N3CCN(c4ccccc4)CC3)c2)CC(C)O1 (centres undefined),22,16,-12,-5,0,10,16,-12,4,-4,-1
CC(=O)c1cccc(Nc2c([N+](=O)[O-])c(=O)oc3ccccc23)c1,17,-12,-15,-1,8,-1,-26,-9,11,4,-2
O=C(OC1CCOC1=O)c1ccc(Cl)c(S(=O)(=O)N2CCCCC2)c1 (centres undefined),24,-2,-19,0,-6,4,12,-12,-14,17,25
COCCn1c(SCC(=O)Nc2ccccc2OC)nc2ccccc2c1=O,1,4,11,20,-13,12,13,17,-1,14,0
COc1ccccc1Oc1ccc2c(c1)C(=O)N(CC1CCCO1)C2=O (centres undefined),-21,-13,1,-13,-38,-8,11,6,-3,-35,-14
CCN(C(=O)COC(=O)C1CCN(S(=O)(=O)c2ccc3c(c2)OCCO3)CC1)C1CCCCC1,6,6,-11,9,-10,5,20,4,8,-1,-5
